High-throughput results from PubChem BioAssay.
DRD3 antagonist – antagonists of human D3 dopamine receptor. P35462. AID 652054. max response, negative = inhibition, %. 2.5% of 360,000 active. D3R cells, DiscoveRx beta-arrestin luminescence, antagonist mode; active compounds read low; in the data active means max response below about -50%; inconclusive means no clear call, values can overlap the other calls; further: on the % scale 0 is the no-effect control and ±100 the full control effect; mostly tested at two doses, the higher about 12 µM
Target sequence (P35462 whole entry, looked up): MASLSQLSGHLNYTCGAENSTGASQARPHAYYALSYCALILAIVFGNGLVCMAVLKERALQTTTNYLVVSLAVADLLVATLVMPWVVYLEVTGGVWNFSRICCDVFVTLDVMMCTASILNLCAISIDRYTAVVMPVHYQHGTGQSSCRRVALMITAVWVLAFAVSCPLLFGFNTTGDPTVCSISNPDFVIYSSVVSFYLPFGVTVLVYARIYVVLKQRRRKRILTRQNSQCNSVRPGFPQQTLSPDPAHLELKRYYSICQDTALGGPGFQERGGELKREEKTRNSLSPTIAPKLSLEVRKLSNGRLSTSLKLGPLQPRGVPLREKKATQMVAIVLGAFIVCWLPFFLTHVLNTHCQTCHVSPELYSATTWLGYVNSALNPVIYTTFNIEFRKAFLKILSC
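Cells plated overnight at 1500 cells/well, then exposed to library compounds with dopamine controls for 90 minutes at 37 degrees C. DiscoveRx reagent added for 30–60 minutes at room temperature; luminescence read, quantitative HTS format.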
KB-3-1 tox – kills parental KB-3-1 adenocarcinoma cells; KB-3-1 viability, CellTiter-Glo ATP luminescence, 72 h; AID 1347075; Potency, µM (series often up to 46.1 µM), for the others: top-dose activity change, negative = cytotoxic, actives largely listed as cytotoxic; 1.4% of 400,000 active; further: potency means the concentration at half of the fitted maximal effect; on the % scale 0 is the no-effect control and ±100 the full control effect; nearly all actives have a fitted effect of over 60% in size
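Using CellTiter-Glo luminescence, growth of non-resistant KB-3-1 adenocarcinoma cells is assessed 72 h after pin-tool compound addition at 37 °C. Normalized responses across the concentration series yield fitted curves.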
GLP1R ag – agonists of human GLP-1 receptor; HEK293 GLP-1R CRE-luciferase, luminescence, 4-6 h; cells express a hypersensitive GLP-1R form; Potency, µM (series often up to 45.6 µM), inactives show at the top dose activation, actives largely listed as activators; 0.007% of 380,000 active; AID 624172; further: potency means the concentration at half of the fitted maximal effect; % of control where 0% means no effect
Target sequence (P43220 whole entry, looked up): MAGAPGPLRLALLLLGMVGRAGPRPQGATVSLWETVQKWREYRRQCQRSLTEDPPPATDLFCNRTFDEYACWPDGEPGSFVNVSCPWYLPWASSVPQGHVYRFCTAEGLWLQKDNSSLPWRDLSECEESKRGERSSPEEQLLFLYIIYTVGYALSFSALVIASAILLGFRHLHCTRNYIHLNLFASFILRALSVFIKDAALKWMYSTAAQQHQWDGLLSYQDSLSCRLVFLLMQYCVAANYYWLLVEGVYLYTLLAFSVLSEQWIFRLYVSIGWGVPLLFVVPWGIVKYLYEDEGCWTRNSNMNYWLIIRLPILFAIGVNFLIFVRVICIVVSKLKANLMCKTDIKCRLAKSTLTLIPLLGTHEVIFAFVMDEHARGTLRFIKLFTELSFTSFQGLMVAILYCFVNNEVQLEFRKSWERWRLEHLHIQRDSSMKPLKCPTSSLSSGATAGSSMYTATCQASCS
SW480 rerep – inducers of DNA re-replication in SW480 colon cancer cells; 1.8% of 340,000 active; Potency, µM (doses to about 46.1 µM), without a hit: at the highest dose re-replication activation, usual class: activators; SW480 DNA re-replication, Hoechst DNA content imaging, 48 h; further: potency means the concentration at half of the fitted maximal effect; % of control where 0% means no effect; nearly all actives have a fitted effect of over 55% in size
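First, 250 cells per well were seeded. Next, compound or vehicle (23 nL) was pinned in, plates sat 48 hr at 37 C. Finally Hoechst was added for 40 min before fluorescence scanning.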
HT1080NT lethal – kills 2HG-producing HT-1080-NT fibrosarcoma cells; HT-1080-NT fibrosarcoma viability, CellTiter-Glo ATP luminescence, 48 h; Potency, µM (top dose mostly 46.1 µM), for inactives: at the highest dose activity, negative = less viability, hits mostly cytotoxic; 1.6% of 360,000 active;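 further: NT is the 2HG producing partner of a matched IDH1 knockdown line; potency means the concentration at half of the fitted maximal effect; 0% = DMSO-treated cells and -100% = media-only wells without cells; nearly all actives have a fitted effect of over 55% in size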
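HT-1080-NT; 750 cells/well; 5% FBS RPMI; 48 h compound, 37 degrees C; CellTiter-Glo luminescence; curve fitting and curve-class assignment.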
IL1B secr inh – inflammasome signaling inhibition, IL-1 beta readout | THP-1 LPS/ATP IL-1B secretion, AlphaLISA, 16 h; active compounds read low | activity change, % at 57.5 µM | 4.7% of 360,000 active | AID 743279; in the data active means activity change below about -50%; inconclusive means mostly about -30% to -49%; further: on the % scale 0 is the no-effect control and ±100 the full control effect
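Secreted IL-1B measured by AlphaLISA bead assay after 16 h compound exposure of THP-1 cells; compounds (final up to 57.5 uM) added 1 h before LPS (250 ng/mL) and ATP (1.25 mM) stimulation; lower signal means less secretion.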
HT1080 IDH1KD tx – kills HT-1080 cells with IDH1 knockdown. HT-1080 IDH1 knockdown viability, ATP luminescence, 48 h. Potency, µM (highest dose often 46.1 µM), for inactives: top-dose activity, negative = toxicity, hits mostly cytotoxic. 2% of 360,000 active;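 further: potency means the concentration at half of the fitted maximal effect; 0% = DMSO wells and -100% = cell-free medium wells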
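IDH1KD HT-1080 cells, 750/well, RPMI + 5% FBS; compound pinned after 2 h settling; 48 h, 37 °C; CellTiter-Glo luminescence; % activity normalised to DMSO and no-cell wells; curves fitted, classed by r2 and efficacy.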
KB-V1 cytotox – kills drug-selected multidrug resistant KB-V1 cells; KB-V1 MDR cells viability, CellTiter-Glo, 72 h; Potency, µM (doses to about 46.1 µM), for the others: top-dose activity change, negative = cytotoxicity, most hits filed as cytotoxic; 3.4% of 400,000 active; AID 1347076; further: potency means the concentration at half of the fitted maximal effect; on the % scale 0 is the no-effect control and ±100 the full control effect; nearly all actives have a fitted effect of over 60% in size
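Cytotoxicity via CellTiter-Glo luminescence after 72 h compound exposure at 37 degrees C. Cells: drug-selected KB-V1 line, DMEM phenol-red free plus 10% FBS. Compounds tested at multiple concentrations; normalized data fitted to concentration-effect curves.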
D3 ag – agonists of human D3 dopamine receptor | P35462 | D3R DiscoveRx beta-arrestin cells, luminescence, 90 min | max activation, % | 0.58% of 410,000 active; in the data active means max activation above about 30%; further: 0% is about no effect; mostly tested at two doses, the higher about 12 µM
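Agonist mode: compounds and dopamine controls were applied to plated cells for 90 min at 37 degrees C after an overnight attachment at 1500 cells/well. Luminescent read-out followed 30 - 60 minutes at room temperature with DiscoveRx detection reagent.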
Starred values were filed as active, the others as inactive; & = joins results of further samples; [ ] = remark or other dose. Unless noted, the call rests on the fitted dose curve; in most records, active means well fitted curve in the direction sought with a large enough effect; inconclusive means small, poorly fitted or top-dose-only effect, or another doubt; inactive means no such curve, though single readings can be large; an effect the other way counts as inactive or inconclusive.

Results for N#Cc1sc2nc3c(cc2c1N)CCCC3 ?
DRD3 antagonist: 11; KB-3-1 tox: -1%; GLP1R ag: inconclusive; SW480 rerep: -9%; HT1080NT lethal: 6%; IL1B secr inh: 9; HT1080 IDH1KD tx: 14%; KB-V1 cytotox: inconclusive; D3 ag: 7

How did O=C(c1ccccc1)N1CCN(C2CCCCC2)CC1 do in these assays?
DRD3 antagonist: -25; KB-3-1 tox: 3%; GLP1R ag: 0%; SW480 rerep: -2%; HT1080NT lethal: 10%; IL1B secr inh: 15; HT1080 IDH1KD tx: 1%; KB-V1 cytotox: 3%; D3 ag: -12

Results for COc1ccccc1Nc1nc(Cl)nc(Nc2ccccc2OC)n1 ?
DRD3 antagonist: -6; KB-3-1 tox: 3%; GLP1R ag: inconclusive; SW480 rerep: 5%; HT1080NT lethal: -16%; IL1B secr inh: 0; HT1080 IDH1KD tx: -30%; KB-V1 cytotox: 3%; D3 ag: 7

Results for Cc1onc(-c2c(Cl)cccc2Cl)c1C(=O)OCC(=O)c1ccccc1 ?
DRD3 antagonist: -7; KB-3-1 tox: -4%; GLP1R ag: 8%; SW480 rerep: -23%; HT1080NT lethal: -9%; IL1B secr inh: 0; HT1080 IDH1KD tx: -12%; KB-V1 cytotox: 0%; D3 ag: -7

What do the screens show for `CC1CN(C(=O)c2ccc(COCC(F)(F)F)o2)CC(C)O1` (stereo not drawn)?
DRD3 antagonist: -4; KB-3-1 tox: -2%; GLP1R ag: -6%; SW480 rerep: -1%; HT1080NT lethal: 6%; IL1B secr inh: 9; HT1080 IDH1KD tx: 19%; KB-V1 cytotox: -15%; D3 ag: 9

What do the screens show for `CCCCn1c(N)c(N(CCOC)C(=O)c2ccc(COc3ccccc3)o2)c(=O)[nH]c1=O`?
DRD3 antagonist: 17; KB-3-1 tox: inconclusive; GLP1R ag: 1%; SW480 rerep: -6%; HT1080NT lethal: 4%; IL1B secr inh: 4; HT1080 IDH1KD tx: 1%; KB-V1 cytotox: 13%; D3 ag: 0

Results for O=C(O/N=C1/CCCc2occc21)c1ccc(Cl)cc1Cl ?
DRD3 antagonist: -8; KB-3-1 tox: 3%; GLP1R ag: 16%; SW480 rerep: -5%; HT1080NT lethal: 24%; IL1B secr inh: -9; HT1080 IDH1KD tx: 24%; KB-V1 cytotox: 13%; D3 ag: -1

Results for COc1ccc(CN(Cc2ccc(OC)cc2)C(=O)c2cccs2)cc1 ?
DRD3 antagonist: -23; KB-3-1 tox: 5%; GLP1R ag: 23%; SW480 rerep: 11%; HT1080NT lethal: -2%; HT1080 IDH1KD tx: -2%; KB-V1 cytotox: inconclusive; D3 ag: -19

What do the screens show for `O=C(N/N=C/c1cc(Br)ccc1O)C(=O)Nc1ccccc1OC(F)(F)C(F)F`?
DRD3 antagonist: 14; KB-3-1 tox: inconclusive; GLP1R ag: -16%; SW480 rerep: inconclusive; HT1080NT lethal: 1.4µM*; IL1B secr inh: 156; HT1080 IDH1KD tx: 0.89µM*; KB-V1 cytotox: inconclusive; D3 ag: 49*

What do the screens show for `COc1cc(-c2nc(S(=O)(=O)c3ccc(C)cc3)c(N(C)C)o2)cc(OC)c1OC`?
DRD3 antagonist: -27; KB-3-1 tox: -5%; GLP1R ag: 2%; SW480 rerep: 2%; HT1080NT lethal: -11%; IL1B secr inh: -51*; HT1080 IDH1KD tx: -15%; KB-V1 cytotox: inconclusive; D3 ag: 0

How did COc1ccc([C@@H]2[C@@H]3C(=O)N(C(C)(C)C)C(=O)[C@@H]3[C@]3(Cc4ccccc4)C(=O)N(c4cccc(Br)c4)C(=O)N23)cc1 do in these assays?
DRD3 antagonist: 8; KB-3-1 tox: -2%; GLP1R ag: -6%; SW480 rerep: -1%; HT1080NT lethal: -2%; IL1B secr inh: 0; HT1080 IDH1KD tx: 5%; KB-V1 cytotox: 8%; D3 ag: 13

Results for O=C(C[n+]1cccc(CNC(=O)c2ccc(OC(F)F)cc2)c1)Nc1ccc(SC(F)F)cc1 ?
DRD3 antagonist: 6; KB-3-1 tox: inconclusive; GLP1R ag: -4%; SW480 rerep: -3%; HT1080NT lethal: -14%; IL1B secr inh: inconclusive; HT1080 IDH1KD tx: -11%; KB-V1 cytotox: 0%; D3 ag: -9

What do the screens show for `COC(=O)c1sc2ccccc2c1NC(=O)c1ccc(S(=O)(=O)N2CCCC(C)C2)cc1` (stereo not drawn)?
DRD3 antagonist: 27; KB-3-1 tox: -20%; GLP1R ag: 1%; SW480 rerep: -8%; HT1080NT lethal: 16%; IL1B secr inh: 14; HT1080 IDH1KD tx: 14%; KB-V1 cytotox: -9%; D3 ag: 0

How did CC(C)N=C1CCCC1C(=S)SSC(=S)C1CCCC1=NC(C)C (stereo not drawn) do in these assays?
DRD3 antagonist: -69*; KB-3-1 tox: inconclusive; GLP1R ag: -14%; HT1080NT lethal: inconclusive; IL1B secr inh: -104*; HT1080 IDH1KD tx: inconclusive; KB-V1 cytotox: inconclusive; D3 ag: -6

How did Cn1ccnc1C(=O)C1CCCN(Cc2cn[nH]c2-c2ccc(-c3ccccc3)cc2)C1 (stereo not drawn) do in these assays?
DRD3 antagonist: -13; KB-3-1 tox: inconclusive; GLP1R ag: 0%; SW480 rerep: 0%; HT1080NT lethal: inconclusive; IL1B secr inh: inconclusive; HT1080 IDH1KD tx: inconclusive; KB-V1 cytotox: -30%; D3 ag: -12

How did CC1(C(=O)NNC(=O)c2cccc([N+](=O)[O-])c2)CC1(Br)Br (stereo not drawn) do in these assays?
DRD3 antagonist: -20; KB-3-1 tox: -10%; GLP1R ag: 5%; SW480 rerep: inconclusive; HT1080NT lethal: 1%; IL1B secr inh: 9; HT1080 IDH1KD tx: -4%; KB-V1 cytotox: -16%; D3 ag: -16

How did COc1ccccc1Nc1ncccc1[N+](=O)[O-] do in these assays?
DRD3 antagonist: -11; KB-3-1 tox: 17%; GLP1R ag: 8%; SW480 rerep: 6%; HT1080NT lethal: -1%; IL1B secr inh: -14; HT1080 IDH1KD tx: 13%; KB-V1 cytotox: inconclusive; D3 ag: -3

Results for CSc1ccc(S(=O)(=O)N2CCC(C(=O)NCCc3ccccc3)CC2)cc1 ?
DRD3 antagonist: -12; KB-3-1 tox: 11%; GLP1R ag: -2%; SW480 rerep: inconclusive; HT1080NT lethal: 3%; IL1B secr inh: 6; HT1080 IDH1KD tx: 3%; KB-V1 cytotox: 5%; D3 ag: 4

Results for CC1=C(C#N)C(NC(=O)c2cccc(Cl)c2)(C(F)(F)F)C(=O)N1 (stereo not drawn) ?
DRD3 antagonist: 31; KB-3-1 tox: 4%&14%; GLP1R ag: 10%&1%; SW480 rerep: 2%; HT1080NT lethal: 0%; IL1B secr inh: 22; HT1080 IDH1KD tx: 13%; KB-V1 cytotox: -5%&6%; D3 ag: 8&-9

What do the screens show for `CCOc1ccc(NC(=O)c2cccc3c2C(=O)N(CC2CCCO2)C3)cc1` (stereo not drawn)?
DRD3 antagonist: 13; KB-3-1 tox: 3%; GLP1R ag: -1%; SW480 rerep: -13%; HT1080NT lethal: -1%; IL1B secr inh: -21; HT1080 IDH1KD tx: 15%; KB-V1 cytotox: 15%; D3 ag: 1

How did COc1cc(C(=O)NC(C)C2CC3CCC2C3)ccc1OC(F)F (stereo not drawn) do in these assays?
DRD3 antagonist: -9; KB-3-1 tox: 0%; GLP1R ag: 1%; SW480 rerep: 7%; HT1080NT lethal: 0%; IL1B secr inh: inconclusive; HT1080 IDH1KD tx: -12%; KB-V1 cytotox: 21µM*; D3 ag: -20

How did COc1ccc(CCN2CC(C(=O)NCc3nc(C)c(C)s3)CCC2=O)cc1 (stereo not drawn) do in these assays?
DRD3 antagonist: 0; KB-3-1 tox: -6%; GLP1R ag: 3%; SW480 rerep: -10%; HT1080NT lethal: -3%; IL1B secr inh: 0; HT1080 IDH1KD tx: -8%; KB-V1 cytotox: -1%; D3 ag: -6

What do the screens show for `O=C(NCc1ccccn1)NC1CCCCC1`?
DRD3 antagonist: -7; KB-3-1 tox: -6%; GLP1R ag: 1%; SW480 rerep: -1%; HT1080NT lethal: 16%; IL1B secr inh: 17; HT1080 IDH1KD tx: 15%; KB-V1 cytotox: 3%; D3 ag: 1

How did CCNc1c(NS(=O)(=O)c2ccc(C3CCCCC3)cc2)c(=O)oc2ccccc12 do in these assays?
DRD3 antagonist: -2; KB-3-1 tox: -16%; GLP1R ag: 2%; SW480 rerep: -66%[inhibitor]; HT1080NT lethal: -4%; IL1B secr inh: 30; HT1080 IDH1KD tx: -5%; KB-V1 cytotox: -23%; D3 ag: -3

Results for COC(=O)c1ccc(CN2CCC(n3nccc3NC(=O)C3CCCC3)CC2)cc1 ?
DRD3 antagonist: 10; KB-3-1 tox: -23%; GLP1R ag: 0%; SW480 rerep: 3%; HT1080NT lethal: -7%; IL1B secr inh: -16; HT1080 IDH1KD tx: -4%; KB-V1 cytotox: -15%; D3 ag: -19

What do the screens show for `CC(=O)N(C)c1ccc(OCC(O)CN(Cc2ccco2)S(=O)(=O)c2ccc(C)cc2)cc1` (stereo not drawn)?
DRD3 antagonist: 17; KB-3-1 tox: -4%; GLP1R ag: 7%; SW480 rerep: 2%; HT1080NT lethal: -18%; IL1B secr inh: 52; HT1080 IDH1KD tx: -24%; KB-V1 cytotox: -22%; D3 ag: 3

2 compounds drawn at random from those above, as already listed:
Results for COC(=O)c1ccc(CN2CCC(n3nccc3NC(=O)C3CCCC3)CC2)cc1 ?
DRD3 antagonist: 10; KB-3-1 tox: -23%; GLP1R ag: 0%; SW480 rerep: 3%; HT1080NT lethal: -7%; IL1B secr inh: -16; HT1080 IDH1KD tx: -4%; KB-V1 cytotox: -15%; D3 ag: -19

How did COc1cc(C(=O)NC(C)C2CC3CCC2C3)ccc1OC(F)F (stereo not drawn) do in these assays?
DRD3 antagonist: -9; KB-3-1 tox: 0%; GLP1R ag: 1%; SW480 rerep: 7%; HT1080NT lethal: 0%; IL1B secr inh: inconclusive; HT1080 IDH1KD tx: -12%; KB-V1 cytotox: 21µM*; D3 ag: -20
